ERK EGF block = qHTS Assay for Inhibitors of the ERK Signaling Pathway using a Homogeneous Screening Assay; Stimulation with EGF | Potency, µM (doses to about 11.5 µM), without a hit: at the highest dose activity change, negative = inhibition, actives largely listed as inhibitors | HEK293-V1b, EGF-stimulated phospho-ERK AlphaScreen | actives 0.41% (n = 130,000) | AID 1454, 2008; active = well fitted inhibition curve with a large enough effect; inconclusive = small, poorly fitted or top-dose-only effect, or effect the other way;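 note: plate controls were stimulated vehicle wells for no effect and unstimulated vehicle basal for full effect; nearly all actives have a fitted effect of over 55% in size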
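HEK293 cells stably expressing V1b receptor, serum-reduced (1% FBS) overnight, pretreated 30 min with compound, then stimulated 5 min with 25 nM EGF; phospho-ERK detected by AlphaScreen SureFire. AC50 from Hill fits, normalized to DMSO and EGF.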
An asterisk follows results filed as active; ? = inconclusive; & = joins results of further samples; [ ] = remark or other dose. Potency is the fitted concentration of half-maximal effect.

SMILES	ERK EGF block
O=C(CN1CCN(Cc2ccccc2)CC1)Nc1cccc(S(=O)(=O)N2CCCCCC2)c1	5.8%
Cc1cccc(-n2c(C)cc(/C=N/O)c2C)c1	8.6%
C=CCn1cc(C(=O)OC)c(=O)c2cc(S(=O)(=O)N3CCCCCC3)ccc21	7.9%
COc1ccc(NC(=O)N2CCC3(CC2)CCN(S(C)(=O)=O)CC3)cc1	-4.7%
COc1ccc(N2CC(O)=C(c3nc(-c4ccc(Cl)cc4)cs3)C2=N)cc1	-3.7%
O=[N+]([O-])c1ccc2nc(SCc3cn4ccccc4n3)[nH]c2c1	0.2%
CCO[C@H]1OC(C(=O)NC2CC2)=C[C@@H](C)[C@@H]1CCCO	-2.2%[57.5 µM]
Cc1cccc(-c2nc3c(c(SCC(=O)N4CCOCC4)n2)CCCC3)c1	-0.5%
O=C(O)c1cnc(-c2ccccc2)nc1Oc1ccc(Cl)cc1	-5.6%
COc1ccc(-c2nn(-c3ccccc3)cc2/C=C/C(=O)N2CCOCC2)cc1OC	-0.5%
O=c1cc(-c2ccc(O)c(O)c2)oc2cccc(O)c12	-9.4%
Cc1cccc(-c2nnc(NC(=O)c3cccs3)s2)c1	-6.4%
COC(=O)C1CCN(C(=O)COC(=O)c2ccc(OC)c(S(=O)(=O)N3CCCc4ccccc43)c2)CC1	11.3%
CCc1ccc(NC(=O)C2CCCN2S(=O)(=O)c2ccc3c(c2)n(C)c(=O)c(=O)n3C)cc1 (centres undefined)	-8.2%[57.5 µM]
CC(/C=N/NC(=O)c1cc(-c2ccccc2)nc2ccccc12)=C\c1ccco1	4.2%
N=c1c2c(-c3ccccc3)c(-c3ccccc3)n(Cc3ccco3)c2ncn1CCCN1CCOCC1	-12.6%
Cc1c(N)c(=O)n(-c2ccccc2)n1C	2.8%
CCC(OC(=O)c1cccs1)C(=O)NCc1ccc(C)cc1 (centres undefined)	0.2%
O=C(NC(=O)c1c(F)cccc1F)Nc1ccccc1SC(F)F	-2.1%[57.5 µM]
Cc1ccc(-c2ccc(SCC(=O)NCC3CCCO3)nn2)cc1 (centres undefined)	-2.1%
Nc1c([N+](=O)[O-])cnnc1-c1ccccc1	-9.2%
O=C(NCCCO)/C(=C/c1ccco1)NC(=O)c1ccc(Br)o1	0.3%
COc1cc2c(cc1C=O)OC(C)C2 (centres undefined)	0.8%
c1ccc(OCc2nc3c4c(ncn3n2)-c2ccccc2CC42CCCC2)cc1	9.9%
COc1ccc(/C=N/NC(=O)c2ccc3c(c2)OCCO3)cc1[N+](=O)[O-]	-6.9%
Cc1oc(CC(C)C)cc1C(=O)NCCCC(=O)O	-5.4%
O=C(NCc1ccccc1)c1ccc(-c2ccccc2C(F)(F)F)o1	-5.1%
CCC(C)(C)C1CCc2c(sc(NC(=O)c3ccccc3C(=O)O)c2C#N)C1 (centres undefined)	9.4%[57.5 µM]
CS(=O)(=O)N1CCn2c1nc1ccccc12	-9.0%
COc1ccc(C(=O)OCC(=O)NC(=O)NC2CCCC2)c(OC)c1	-0.3%
O=C(NNS(=O)(=O)c1ccc(F)c(Cl)c1)c1cccc(S(=O)(=O)N2CCOCC2)c1	10.6%
O=C(NCCCN1CCCC1=O)c1ccc2c(c1)ncn2C1CCCCC1	-8.4%
Cc1cc(C(=O)CSc2nnnn2-c2ccccc2)c(C)n1-c1ccc2c(c1)OCO2	?
CCN(CC)c1ccc(/C=N/OC(C)C(=O)Nc2ccc(C)cc2)cc1 (centres undefined)	6.8%
Cn1cc(C=C2C(=O)OC3(CCCCC3)OC2=O)c2ccccc21	5.9%[57.5 µM]
COc1ccc(N(C(=O)/C=C/c2ccc(OC)c(OC)c2)C2=CC3CCC(C2)N3C)cc1 (centres undefined)	-1.6%
CN1CCN(NC(=O)c2cccc(S(=O)(=O)N3CCCCCC3)c2)CC1	-9.2%[57.5 µM]
C=C(C)C1CC=C(C)/C(=N/NC(=O)c2cccc([N+](=O)[O-])c2)C1 (centres undefined)	-5.6%
Cc1ncc([N+](=O)[O-])n1CCOC(=O)Nc1ccc([N+](=O)[O-])cc1	-4.5%
c1ccc2c(NCC3CCCO3)nc(N3CCCCC3)nc2c1 (centres undefined)	6.0%
COc1ccc(Cn2nnnc2CN2CCOCC2)cc1	13.1%
CCc1nnc(N/N=C/c2c(C)[nH]c3ccccc23)n1N	0.6%
CCCc1ccc(OCC(=O)Nc2cc(S(=O)(=O)CC)ccc2O)cc1	0.5%
Cc1ccc(-c2csc(NC(=O)N3CCOCC3)n2)cc1	8.8%
N/C(=N\OC(=O)c1ccc(Br)o1)c1ccccn1	2.2%[57.5 µM]
CCOC(=O)c1c(NC(=O)C2C3C=CC(C3)C2C(=O)O)sc2c1CC(C)CC2 (centres undefined)	1.4%
O=C1CCCC(=O)N1c1ccc(O)cc1	11.3%
CC(=O)Oc1ccc(C(=O)Nc2cc(NC(=O)c3ccc(OC(C)=O)cc3)cc(C(=O)NC(C)(C)C)c2)cc1	3.9%
COc1nc(-c2cccc([N+](=O)[O-])c2)nc2ccccc12	-10.3%[57.5 µM]
Cc1ccc(/C(=C/CN2CCCC2)c2ccccn2)cc1	-8.0%

(further entries)
SMILES	ERK EGF block
CSc1ncccc1C(=O)OCC(=O)NC(C)(C)C	-2.8%
C[C@]12C=CC(=O)C=C1CC[C@H]1[C@@H]3C[C@@H](O)[C@](O)(C(=O)CO)[C@@]3(C)C[C@H](O)[C@@]12F	-10.4%&12.9%
COC(=O)Cn1c(=O)c(C(=O)CCl)c(N)n(Cc2ccccc2)c1=O	5.4%[57.5 µM]
CCOC(=O)c1cc(-c2ccc(OC(F)F)cc2)nc2c1c(=O)[nH]c(=O)n2C	8.3%
CCOP(=O)(OCC)C(NC(=O)c1ccc(OC)c(OC)c1)c1ccccc1 (centres undefined)	1.5%[57.5 µM]
CCOc1ccccc1NC(=O)CCN(c1ccc(C)cc1)S(=O)(=O)c1ccccc1	1.4%
COc1ccc(C2CC(O)(c3ccccc3)Oc3cc(OC)ccc32)cc1 (centres undefined)	-19.0%[57.5 µM]
Cc1ccc(C(=O)NC2CCN(CC(=O)Nc3cccc([N+](=O)[O-])c3)CC2)cc1	7.2%
COc1ccc(N(CC(=O)N/N=C(\C)CCc2ccccc2)S(=O)(=O)c2ccc(C)cc2)cc1	13.0%[57.5 µM]
NC(CCCCCP(=O)(c1ccccc1)c1ccccc1)C(=O)O (centres undefined)	-7.6%[57.5 µM]
CCc1ccc(C2c3[nH]c4ccccc4c3CCN2C(=O)c2ccc(=O)n(C)n2)cc1 (centres undefined)	1.4%
Cc1c(C(=O)Nc2ccccc2)cn2c(nc3ccccc32)c1C#N	-1.8%
O=C(Nc1ccccc1C(=O)O)c1cc(S(=O)(=O)N2CCOCC2)cs1	-10.7%
O=C(Nc1ccc(F)cc1)C(c1ccccc1)N1CCN(S(=O)(=O)c2ccccc2)CC1 (centres undefined)	4.3%
CCCCc1ccc(S(=O)(=O)NNC(=S)NCc2ccco2)cc1	0.0%
O=C1NN(c2ccccc2)C(=O)/C1=C/c1cccs1	-0.8%
O=C(Nc1ccc2c(c1)OCCO2)c1cc2ccccc2o1	-11.7%
CN(c1ccc(OCC(=O)OCC(=O)Nc2ccc(F)cc2)cc1)S(=O)(=O)c1ccc(Cl)cc1	1.5%
COc1ccc(NC(=O)c2ccc(C)cc2)c(OC)c1	-1.3%
CSC1=C(C#N)C(c2ccccc2Cl)C(C(C)=O)=C(C)N1 (centres undefined)	-2.3%
COc1ccc(C2(C(=O)NCc3ccccc3Cl)CCOCC2)cc1OC	-12.0%
CCOC(=O)c1nnn2c1nc(N(CC)CC)c1ccccc12	2.4%[57.5 µM]
CC(=O)Nc1ccc(C2NC(=S)N(c3ccccc3C(F)(F)F)C(C)=C2C(=O)N2CCOCC2)cc1 (centres undefined)	4.8%
Cc1cc(/C=N/NC(=O)c2nn(C)cc2Cl)c(C)n1-c1cccc(Br)c1	12.4%
O=C(N/N=C/C(Br)=C/c1ccccc1)C(O)c1ccccc1 (centres undefined)	10.1%[57.5 µM]
O=C(c1ccccc1)N1N=C(c2ccccc2)CC1c1ccccc1O (centres undefined)	-6.2%
CC(=O)NC(=S)Nc1cccc([N+](=O)[O-])c1	-6.1%
CCOC(=O)c1cn2nc(Oc3ccc(C(=O)OC)cc3)ccc2n1	-34.5%[57.5 µM]
CCc1nc2c(c(=O)c3ccccc3n2C)c(=O)n1C1CCCCCC1	10.1%
Cc1cccc(OCC(=O)Nc2ccc(N3CCN(C(=O)c4ccccc4)CC3)cc2)c1	?
CCOC(=O)CCc1c(C)c2c(C)nn(-c3ccccc3)c2[nH]c1=O	7.0%
CN(Cc1ccccc1)C(=O)c1c[nH]c2ccc(S(=O)(=O)N3CCOCC3)cc2c1=O	-10.3%
O=C(Nc1ccc(Oc2cccnc2)cc1)c1cccc([N+](=O)[O-])c1	-3.7%
Cc1ccc(NC(=O)CSCC(=O)NCCc2ccccn2)c(C)c1	8.8%
O=C(O)CCC(=O)Nc1cccc(C(=O)Nc2ccc(Br)cc2)c1	-1.9%
Cc1nn(C)cc1C(C(=O)NC1CCCCC1)N(C(=O)Cc1cccs1)c1ccc(F)cc1 (centres undefined)	-3.0%
FC(F)(F)c1cccc(NCc2n[nH]c(=S)n2C2CCCCC2)c1	2.0%
C[C@H](NC(=O)c1nc[nH]c1C(=O)N[C@@H](CCCCNC(=O)OC(C)(C)C)C(=O)OC(C)(C)C)C(=O)OC(C)(C)C	-10.2%[57.5 µM]
CCOC(=O)C1(CCc2ccccc2)CCN(C(=O)[C@@H]2C[C@@H](C)NC(=S)N2)CC1	-9.8%[57.5 µM]
COC(=O)c1cccc(NC(=S)N2CCOCC2)c1	-0.4%
CC(=O)c1cccc(NC(=S)NC(=O)c2ccc(C)cc2)c1	0.0%
C=CCC1Cc2c(Br)cccc2C(CC=C)N1 (centres undefined)	4.6%
O=C(O)CCC(=O)N1N=C(c2c(-c3ccccc3)c3cc(Cl)ccc3[nH]c2=O)CC1c1cccs1 (centres undefined)	-4.3%
O=C(NCc1ccccc1)c1cc[n+](CC(=O)c2cccs2)cc1	-10.5%[57.5 µM]
O=C(NCc1ccncc1)c1cn(-c2ccccc2)nc1-c1cccnc1	4.9%
COc1ccc(-c2cn3ccc4ccccc4c3n2)cc1	-1.9%
C=CCNC(=O)c1ccc2nccnc2c1	16.1%
CCC(C)C(NC(N)=O)C(=O)Nc1ccc(C)c(Cl)c1 (centres undefined)	4.5%
CCC(C)(C)NC(=O)C(c1ccncc1)N(C(=O)c1sc(C)nc1C)c1ccc(C)cc1 (centres undefined)	-10.8%
CCn1c(=O)cc(SCC(=O)NCCCN2CCC(C)CC2)c2ccccc21	2.0%

Further structures follow:
SMILES	ERK EGF block
CCNC(=O)NC(=O)C(C)OC(=O)C1CCN(S(=O)(=O)c2ccccc2F)CC1 (centres undefined)	-2.5%
Cc1cc(C(=O)N/N=C/c2ccco2)n[nH]1	-0.8%
C=CCNC(=S)Nc1ccc(N(C)C)cc1	-1.5%[57.5 µM]
C=C1c2ccccc2NC(=O)N1c1ccc(OC)cc1	0.8%
CC(C)Cn1c(SCC(=O)N2CCN(C(=O)c3ccco3)CC2)nc2ccccc2c1=O	-0.5%
COC(=O)C(C)Sc1nc2c(c(=O)n(C)c(=O)n2C)n1CCC(C)C (centres undefined)	7.3%
Cc1ccccc1NC(=O)CSC1=NCCN1	5.7%
Cc1nc2ccc(NC(=O)COc3ccccc3F)cc2s1	36.9%
O=C(CSc1ncccc1C(=O)O)c1ccccc1F	-11.6%
COc1ccc(O[C@H]2C=C[C@@H](c3ccccc3)O[C@@H]2CO/N=C(\C)CCN2CCc3nc(-c4ccccc4)c(-c4ccccc4)cc3C2)cc1	2.5%

Next part, overlapping the part above by six compounds.
SMILES	ERK EGF block
CC(C)Cn1c(SCC(=O)N2CCN(C(=O)c3ccco3)CC2)nc2ccccc2c1=O	-0.5%
COC(=O)C(C)Sc1nc2c(c(=O)n(C)c(=O)n2C)n1CCC(C)C (centres undefined)	7.3%
Cc1ccccc1NC(=O)CSC1=NCCN1	5.7%
Cc1nc2ccc(NC(=O)COc3ccccc3F)cc2s1	36.9%
O=C(CSc1ncccc1C(=O)O)c1ccccc1F	-11.6%
COc1ccc(O[C@H]2C=C[C@@H](c3ccccc3)O[C@@H]2CO/N=C(\C)CCN2CCc3nc(-c4ccccc4)c(-c4ccccc4)cc3C2)cc1	2.5%
CC1CN(CCOc2ccc(Cl)cc2Cl)CC(C)O1 (centres undefined)	5.2%
Cc1ccsc1CN(C)Cc1nc(C2CC2)no1	-3.3%
CC1N(O)C(C)(C)C(c2ccccc2)=[N+]1[O-] (centres undefined)	16.8%
O=C(O)Cc1csc(NC(=O)CSc2nnnn2-c2ccc(O)cc2)n1	-17.4%[57.5 µM]
CC(NC(=O)Cc1ccccc1)c1cc2c(cc1Br)OCCCO2 (centres undefined)	-5.2%
Cc1c(C)c2ccc(OS(C)(=O)=O)cc2oc1=O	12.7%
CC(=O)N(c1nc(CCl)cs1)c1ccc(C)cc1C	-11.0%
CC1C(=O)O[C@@H]2C[C@@H](C)[C@@H]3CCC(=O)[C@@]3(C)[C@@H](O)[C@H]12 (some centres undefined)	-3.3%[57.5 µM]
COC(=O)c1cc(O)cc(OC)c1C(=O)c1c(O)cc(C)cc1O	7.7%[57.5 µM]
O=C(N/N=C\c1cc([N+](=O)[O-])ccc1N1CCCC1)c1ccccn1	0.5%

Pulled by compound from the entries so far:
SMILES	ERK EGF block
Cc1ccsc1CN(C)Cc1nc(C2CC2)no1	-3.3%
CC1C(=O)O[C@@H]2C[C@@H](C)[C@@H]3CCC(=O)[C@@]3(C)[C@@H](O)[C@H]12 (some centres undefined)	-3.3%[57.5 µM]
O=C(O)Cc1csc(NC(=O)CSc2nnnn2-c2ccc(O)cc2)n1	-17.4%[57.5 µM]
O=C(N/N=C\c1cc([N+](=O)[O-])ccc1N1CCCC1)c1ccccn1	0.5%

Bioassay records as filed in PubChem.

The list is partial; the hit share may differ from the screen's.
